# High-throughput results: PubChem, Broad Institute
# ERp5 inh = inhibitors of human ERp5 | Q15084 | ERp5 insulin aggregation, absorbance 650 nm, 90 min | inhibition, % at 9.99 µM | 350,000 compounds, 0.05% hits | AID 651711;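 active = mean replicate inhibition above about 25%, with every replicate also reaching it, limit read from the data, passing the limit was not always enough; inconclusive = only one of those two criteria met; inactive = neither criterion met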
# Target sequence (Q15084 whole entry, looked up): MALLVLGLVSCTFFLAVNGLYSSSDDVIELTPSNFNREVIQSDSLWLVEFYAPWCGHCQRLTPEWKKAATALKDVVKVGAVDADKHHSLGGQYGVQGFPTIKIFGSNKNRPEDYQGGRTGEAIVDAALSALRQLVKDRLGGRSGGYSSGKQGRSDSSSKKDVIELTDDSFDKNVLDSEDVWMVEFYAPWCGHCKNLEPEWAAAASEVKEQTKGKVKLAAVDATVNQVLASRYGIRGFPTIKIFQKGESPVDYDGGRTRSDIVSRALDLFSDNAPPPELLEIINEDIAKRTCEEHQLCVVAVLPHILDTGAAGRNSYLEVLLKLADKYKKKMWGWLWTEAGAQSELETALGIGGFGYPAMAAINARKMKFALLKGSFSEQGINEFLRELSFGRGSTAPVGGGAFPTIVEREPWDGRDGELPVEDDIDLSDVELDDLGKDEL
# Xi reactivation = activators of X-chromosome reactivation in mouse fibroblasts; XiGFP mouse fibroblasts, % GFP-positive cells imaging, 3 d; cells co-treated with 5-aza-dC sensitizer; scaled so ellipticine positive control = 100%; activation, % at 7.58 µM; 360,000 compounds, 0.055% hits; AID 743238;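 active = mean normalized replicate activation at least 10% and every replicate at or above 10%; inconclusive = only one of the two criteria met; inactive = mean below 10% and not all replicates reach 10%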;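 also: 0% = median of on-plate neutral control wells and 100% = ellipticine 6 µM median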
#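 Material: XiGFP fibroblasts, SV40-immortalized. Buffer or medium: DMEM plus 5-aza-dC sensitizer. Compound: single concentration per compound, delivered by pin transfer. Times: 3 days compound exposure. Controls: ellipticine 6 µM.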
# F508del corr = correctors of CFTR F508del function in bronchial epithelial cells; 350,000 compounds, 0.36% hits; activity (quench increase), % at 7.58 µM; CFBE cells, YFP halide quenching; stimulated with forskolin plus potentiator P3; % fluorescence drop versus neutral controls;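 active = mean added fluorescence quench of at least 8% versus neutral control, with both replicates also reaching 8%; inconclusive = only one of the mean or replicate conditions met; inactive = mean below 8% and not both replicates reaching 8%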;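 also: cells transiently co-express mutant CFTR-F508del with the halide-sensitive YFP; corrector assay measuring rescue of mutant channel to the surface after 24 h compound exposure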
# PAX8 inh HTS = PAX8 transcriptional activity inhibition | RMG-I TPO-luciferase reporter, SteadyGlo, 24 h | inhibition, % at 12.6 µM | 360,000 compounds, 1.2% hits;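 active = mean replicate inhibition at least 60% with every replicate also reaching 60%; inconclusive = only one of the two criteria is met; inactive = mean below 60% and not all replicates reaching 60%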;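 also: luciferase light reporting Pax8 driven TPO promoter activity; plate controls were median of neutral control wells for no effect and mitoxantrone controls for full effect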
# DENV2 CPE rescue = DENV2-induced cell death inhibition; DENV2-infected cells, cytopathic effect rescue, plate reader; CPE inhibition, % at 9.99 µM; 350,000 compounds, 1.7% hits; AID 651640; in the data active = CPE inhibition above about 20%, passing the limit was not always enough; inconclusive = no clear call, values can overlap the other calls; tested in BHK-21 cells;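 also: 0% = median of neutral control wells and 100% = median of positive control wells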
# INS-1E GSIS act = GLuc luminescence reporter in INS-1E cells, primary screen for activators of glucose-dependent secretion of insulin; INS-1E GLuc reporter insulin secretion, 2-3 h; activation, % at 16.6 µM; 370,000 compounds, 0.61% hits; AID 743287;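 active = lowest replicate activation of at least 40%, so every replicate reaches that level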;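 also: 0% = median of neutral control wells and 100% = median of IBMX positive control wells; some compounds called inactive have numbers as strong as hits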
# EWS-Fli inh = EWS/Fli transcriptional activity inhibition. AID 651661. 350,000 compounds, 0.67% hits. inhibition, % at 12.6 µM. A673 NR0B1-luciferase reporter, viability-normalised;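 active = mean inhibition of at least 50% after viability correction, with every replicate also passing that limit; inconclusive = mean reaches 50% but only one of two replicates passes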;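 also: firefly luciferase signal divided by Alamar Blue viability fluorescence both relative to DMSO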
# ARNT TACC3 PPI = disrupts binding between human ARNT and TACC3; AlphaScreen His-ARNT PAS-B/GST-TACC3 binding, luminescence; TACC3 fragment carries E629A point mutation; inhibition, % at 9.99 µM; 390,000 compounds, 0.66% hits;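 active = mean inhibition of replicates at least 50% and at least half of replicates each reaching 50%; inconclusive = half or more replicates reach 50% but mean below 50%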;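 also: 0% = complete ARNT plus TACC3 wells and 100% = ARNT alone without TACC3; many hits fall short of the cut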
# Starred values were filed as active, the others as inactive; ? = inconclusive; . = not tested or not shown; & = joins results of further samples.
canonical_smiles	ERp5 inh	Xi reactivation	F508del corr	PAX8 inh HTS	DENV2 CPE rescue	INS-1E GSIS act	EWS-Fli inh	ARNT TACC3 PPI
CCOC(=O)C1(Cc2ccc(OC)cc2)CCN(C(=O)c2cc(C)nn2C)CC1	-4	0.1	-1.3	6	20	-12	.	-1
CNc1nc(SC)nc(N(C)C#N)n1	2	0.0	1.2	-5	-3	31	12	.
Cc1noc(C)c1S(=O)(=O)N(C)C[C@H]1OCCCC[C@H](C)Oc2ccc(NS(=O)(=O)c3ccccc3)cc2C(=O)N([C@H](C)CO)C[C@H]1C	2	0.3	-0.3	19	.	-14	-5	.
O=C(O)CCCC(=O)NCc1c(Cl)cccc1Sc1ccc(Cl)cc1	4	0.0	-0.5	-6	13	.	8	3
CC(C)(C)c1cc(CCC(=O)N2CCC2)cc(C(C)(C)C)c1O	8	0.3	-0.7	-6	-6	-13	-3	.
O=C1CCC(C(=O)OCC(=O)c2ccccc2)N1 (stereo not drawn)	-4	0.1	-1.1	-11	-1	1	-4	-1
CC(C)(O)C#Cc1ccc([C@@H]2[C@H]3CN(Cc4ccccc4F)CCCCN3[C@H]2CO)cc1	.	0.0	3.3	7	.	3	2	1
C=CCSc1nc2c(c(=O)[nH]1)C(C(C)C)C(C#N)=C(N)O2 (stereo not drawn)	-2	0.2	6.3	-10	13	72*	10	.
CN(C)Cc1c(C(=O)N/N=C/c2ccc(-c3ccccc3)cc2)nnn1-c1nonc1N	.	0.2	1.4	-13	2	5	-13	1
C[C@H](CO)N1C[C@H](C)[C@H](CN(C)S(=O)(=O)c2ccc(F)cc2)Oc2ncc(C#CC(C)(C)O)cc2C1=O	5	0.2	3.6	.	0	18	0	-12
N#CCC(=O)NCCCc1ccccc1	.	0.4	.	-3	.	0	.	-3
C#CCN(C(=O)c1ccc(OC2CCN(Cc3ccccn3)CC2)cc1)C1CCCCC1	4	0.0	-1.3	6	0	-13	2	17
O=C(c1ccc(F)cc1F)N1CCCC(c2nc(-c3cccs3)no2)C1 (stereo not drawn)	2	0.0	-2.1	-78	1	3	-14	-4
COCCNc1ncnc2c1ncn2[C@H]1CN(Cc2ccc(OC)cc2)C[C@@H](CO)O1	1	0.1	2.6	-16	?	.	-4	.
COc1ccc(/C=C2/SC(=S)N(Cc3ccccc3)C2=O)cc1O	2	0.8	0.0	-9	1	2	-1	-1
O=C(Cc1nn[nH]n1)Nc1ccc(F)cc1F	2	0.0	-1.7	4	1	18	22	8
CCC1(c2ccccc2)NC(=O)N(CC(=O)Nc2ccc3c(c2)CCC3)C1=O (stereo not drawn)	0	0.2	-1.0	7	1	-44	7	.
COc1cccc(Nc2nnc(SCc3nc4ccccc4s3)s2)c1	2	0.0	-1.3	27	4	2	-124	4
COc1ccc(S(=O)(=O)N(C)C[C@@H]2Oc3c(NC(=O)Nc4cccc5ccccc45)cccc3C(=O)N([C@H](C)CO)C[C@H]2C)cc1	-6	0.0	-3.6	.	-4	1	15	-4
CC1CCCCN1C(=O)CSc1nnc(-c2cccnc2)o1 (stereo not drawn)	3	0.3	-1.4	-12	3	-1	-6	1
COc1cc(OC)cc(C(=O)NCCSCc2ccc(Cl)cc2)c1	2	0.0	0.9	-101	?	-25	14	1
O=C(C[C@@H]1CC[C@H](NC(=O)C2CC2)[C@@H](CO)O1)Nc1ccccc1	2	0.4	-0.7	.	-3	-7	.	17
CCN(c1ccccc1)S(=O)(=O)c1cccc(C(=O)O)c1	-1	.	-3.6	.	.	1	2	-25
Cc1ccccc1NS(=O)(=O)c1ccc(S(=O)(=O)N2CCCC2)cc1	4	0.5	3.3	2	22*	-2	2	.
CCOC(=O)N(C)c1c(CC)nc2c(OCCC3CCCCC3)cccn12	3	0.1	-3.2	4	12	.	3	.
CC(OC(=O)c1ccc2ccccc2c1)C(=O)N(C)Cc1ccccc1 (stereo not drawn)	2	4.2	1.8	1	-3	-8	-9	.
Cc1ccc2c(c1)C(c1ccc([N+](=O)[O-])cc1)=NNC(c1ccc(Br)cc1)=N2	.	-0.1	.	-37	.	-34	.	-18
Cc1cnc(NC(=O)/C=C/c2ccc(Br)o2)s1	-2	-0.1	0.7	-13	-5	10	-52	-8
C[C@H](CO)N1C[C@H](C)[C@@H](CN(C)C(=O)NC2CCCCC2)Oc2c(NC(=O)Nc3ccc(F)cc3)cccc2C1=O	2	-0.1	3.5	-8	-5	5	5	9
CCOc1ccccc1NC(=O)NCCCCc1ccccc1	-9	0.2	-1.5	18	?	1	0	-7
COc1ccccc1-c1cnc2c(c1)C(=O)N([C@H](C)CO)C[C@@H](C)[C@H](CN(C)C(=O)c1ccncc1)O2	2	0.5	-0.9	.	2	23	-5	-8
S=C(NCc1ccccc1Cl)Nc1ccccc1Cl	3	0.0	2.8	-27	.	-9	-9	1
O=[N+]([O-])c1ccc(/C=N/Nc2ncc(Br)cn2)cc1	9	0.0	-0.8	-27	6	-4	-16	-37
CCNC(=O)C[C@H]1CC[C@@H]2[C@@H](COc3ccc(NC(=O)Nc4cccc(C)c4)cc3C(=O)N2C)O1	-3	0.0	2.1	0	-12	-11	-3	5
COc1cccc(COC(=O)c2ccc3c(=O)n4c(nc3c2)CCC4)c1OC	0	0.2	0.2	-8	5	-8	5	0
CC(=O)NC(Cc1cccc(C)c1)C(=O)NC1CCN(C(=O)NCc2ccccc2)CC1 (stereo not drawn)	3	0.0	-1.9	11	-3	-8	3	8
CN1CCN(S(=O)(=O)c2cccc(C#N)c2)C(c2ccccc2)C1 (stereo not drawn)	5	-0.1	3.1	-2	8	17	-8	0
OC(c1ccccc1)C1(c2ccccc2)CCN(Cc2ccccc2)CC1 (stereo not drawn)	1	0.1	0.2	1	?	6	2	.
CC(C)CC#Cc1ccc2c(c1)O[C@@H](CN(C)C(=O)Cc1ccncc1)[C@H](C)CN([C@@H](C)CO)S2(=O)=O	4	-0.1	6.7	.	-4	-10	-7	7
Cc1[nH]c(=O)c(C#N)c(C)c1[N+](=O)[O-]	1	0.3	1.0	10	0	-5	4	-8
CCCCn1nnnc1C1(C)CCC(=O)N1CCOC (stereo not drawn)	-2	0.3	-1.3	-4	7	1	-13	.
C[C@H]1CN([C@@H](C)CO)C(=O)c2cccc(NC(=O)Nc3ccc(F)cc3)c2O[C@@H]1CN(C)C(=O)NC1CCCCC1	3	0.6	1.6	12	14	-2	-3	8
O=C(Nc1nc2cc3c(cc2s1)OCO3)C1CC1	2	0.2	5.0	-52	7	-11	-95	14
COc1ccc2c3c(n(C)c2c1)[C@@H](CO)N(C(=O)CN(C)C)CC31CCN(C(=O)NC(C)C)CC1	6	0.7	-1.4	28	0	21	-4	.
N#Cc1c(Cn2cncn2)nc(=O)n(-c2ccc(Cl)cc2)c1N	-4	0.0	-0.6	1	4	-1	1	4
COc1ccccc1S(=O)(=O)N(C)C[C@H]1OCc2cn(nn2)CCCC(=O)N([C@H](C)CO)C[C@@H]1C	-2&2&4	0.2&0.0	5.3&1.1&-2.2	-8&-9	-4&4&0	6&8	-3&-2&-1	-6&0
O=C(NCC1CCCCC1)[C@@H]1N[C@@H]2c3ccc(C4=CCCCC4)c(=O)n3C[C@@H]2[C@H]1CO	3	0.0	0.8	.	-3	-1	3	10
O=C(CSc1nnc(-c2ccco2)o1)c1ccc([N+](=O)[O-])cc1	4	-0.1	0.1	11	6	2	-1	.
CCN(CC)c1ccc(/C=N/NC(=O)CNC(=O)C2COc3ccccc3O2)c(O)c1 (stereo not drawn)	7	-0.1	-2.8	50	-5	11	.	-4
O=C(C[C@@H]1CC[C@@H](NC(=O)NC2CCCCC2)[C@@H](CO)O1)NCc1ccccc1	2	-0.1	-0.3	-3	-6	14	-2	-9

# (cont.)
canonical_smiles	ERp5 inh	Xi reactivation	F508del corr	PAX8 inh HTS	DENV2 CPE rescue	INS-1E GSIS act	EWS-Fli inh	ARNT TACC3 PPI
CC1(C(=O)Nc2cccc(NS(C)(=O)=O)c2)Cc2c(-c3ccc(C(N)=O)cc3)ccnc2O1 (stereo not drawn)	-2	-0.1	-2.6	.	2	-3	2	.
NC(c1ccc(F)c(F)c1)c1nc(-c2cc(F)cc(F)c2)cs1 (stereo not drawn)	-1	0.1	-1.7	7	-3	.	-3	.
COc1ccc(S(=O)(=O)Nc2ccc3c(c2)C(=O)N([C@H](C)CO)C[C@@H](C)[C@H](CN(C)CC2CC2)OCCCC[C@@H](C)O3)cc1	-5	-0.8	-2.2	-19	14	9	.	.
OC[C@@H]1CN(Cc2cccs2)C[C@H](n2cnc3c(NC4CCCC4)ncnc32)O1	-1	0.0	0.0	-7	5	12	-5	.
CCOc1cc(/C=N/n2c(C)nc3ccccc3c2=O)ccc1O	5	-0.1	-1.7	-2	-6	3	2	-6
CCCCCNC(=O)C(c1cccc2ccccc12)n1c(=O)c(-c2cc3ccccc3[nH]2)nc2ccccc21 (stereo not drawn)	-4	0.0	-3.4	48	3	-43	2	.
C[C@@H]1CN([C@@H](C)CO)C(=O)c2cc(NC(=O)C3CCCCC3)ccc2O[C@H]1CN(C)S(=O)(=O)c1ccc(F)cc1	-1	-0.6	-1.5	.	-1	2	-2	3
CCNC(=O)Nc1ccc2c(c1)C(=O)N(C)[C@H]1CC[C@H](CC(=O)NCc3ccc(F)cc3)O[C@H]1CO2	0	0.2	0.7	3	-2	1	5	-23
CCN(CC(=O)NCc1cccs1)C(=O)/C=C/c1ccc(OC)c(OC)c1	1	0.0	6.3	-2	-5	8	-2	2
CCC(=O)OCC(=O)C1(OC(=O)CC)[C@H](C)C[C@H]2[C@H]3[C@H]([C@@H](O)C[C@@]21C)[C@@]1(C)C=CC(=O)C=C1C[C@H]3Cl (stereo partly drawn)	4	0.0	-3.1	13	9	.	-3	-1
COc1cc(-c2cc(C(=O)NCc3ccco3)c3ccccc3n2)cc(OC)c1OC	-1	0.1	-2.4	7	1	6	11	2
CCNc1nc(NCC)nc(OCCNS(=O)(=O)c2ccccc2)n1	3	0.0	-0.5	-7	2	23	2	-1
CC=Cc1ccc2n(c1=O)C[C@H]1[C@H](CO)[C@@H](C(=O)N3CCN(C)CC3)N(Cc3ccccc3OC)[C@@H]21 (mixture of isomers)	.	0.7	3.5	.	6	6	3	.
O=C(C[C@H]1C=C[C@@H](NC(=O)C2CCOCC2)[C@H](CO)O1)NCC1CC1	-1	-0.3	-3.3	-5	6	12	1	21
COc1ccc(C(=O)NC(=S)Nc2ccccc2N2CCOCC2)cc1Br	?	0.8	.	8	2	14	2	1
COCOCCn1cc(CN2CCS(=O)(=O)N(Cc3ccc(-c4ccc(Cl)nc4)cc3)C(CC(C)C)C2=O)nn1 (stereo not drawn)	-5	0.5	5.2	-51	1	-40	-42	.
CC(C)NC(=O)N(C)C[C@@H]1Oc2cc(-c3ccncc3)ccc2S(=O)(=O)N([C@H](C)CO)C[C@@H]1C	14	-0.2	0.5	.	-3	7	-1	-2
CCC1(c2ccccc2)NC(=O)N(CC(=O)N(C)CC(=O)Nc2cccc(OC)c2)C1=O (stereo not drawn)	0	0.2	0.7	5	1	-8	3	-2
C[C@@H]1CN([C@@H](C)CO)C(=O)c2cc(C#Cc3ccc(F)cc3)cnc2O[C@@H]1CN(C)C	-7	0.4	-1.5	.	6	12	-8	1
